# P. falciparum M17LAP: P. falciparum M17LAP inhibitors, primary screen, biochemical, fluorogenic H-Leu-NHMec substrate, 1536-well (AID 1619) | recombinant M17LAP, H-Leu-NHMec fluorogenic kinetic assay; higher % means a stronger effect | inhibition, % at 30 µM; hits with a dose series show IC50 in µM | actives 0.38% (n = 220,000);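 active means compound inhibiting the enzyme by more than half at any dose during confirmatory dose-response retesting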;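 further: plate controls were full reaction with DMSO carrier for no effect and no enzyme background for full effect; strong numbers were not always called active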
# bCat nuc transl: alters nuclear translocation of beta-catenin in HeLa cells; immunofluorescence imaging; nuclear translocation activity, % at 5 µM; actives 0.3% (n = 190,000);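 active means nuclear translocation activity above 50% at 5 µM, with a well cell count of 50 or more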;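 further: per-cell ratio of nuclear to cytoplasmic median beta-catenin stain intensity; plate controls were DMSO negative control for no effect and GSK-3 inhibitor IX positive control for full effect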
#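 test system = HeLa cells, endogenous beta-catenin | dosing = single 5 µM dose plus 0.02–20 µM confirmation series | times = compound treatment 24 h, 37°C, 5% CO2 | technique = beta-catenin immunofluorescence imaging with DAPI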
# Insulin prom up: MIN6 insulin promoter up-regulation; MIN6 insulin promoter-GFP reporter, high-content imaging; active compounds read high; z-score at 5 µM; actives 0.3% (n = 190,000); AID 1625;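 active means z-score above 3 at 5 µM with at least 500 cells counted in the well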
# Dynein transport: dynein cargo transport inhibition; AID 1381; z-score, hits read low; actives 0.47% (n = 220,000); 3617.4 mouse cells, GR-EGFP nuclear translocation imaging; test concentration mostly 20 µM; stimulated with dexamethasone, 1 µM; active compounds read low;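 active means plate z-score of nuclear minus cytoplasmic receptor signal below a set negative limit, without overly bright fluorescence or cell loss, cut at about -3.5 in these data, passing the limit was not always enough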;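 further: z-score of nuclear minus cytoplasmic ring GR-EGFP intensity difference per well; some compounds called inactive have numbers as strong as hits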
#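 Also added – dexamethasone, 1.0 µM final · Buffer or medium – tet-free, stripped-serum medium · Schedule – induction 48 h, compound 1 h, agonist 30 min · Detection – formaldehyde fixation, Hoechst nuclear stain, 10x automated fluorescence imaging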
# MT stabilize HCS: microtubule stabilizers in HeLa cells; HeLa tubulin immunostaining HCS, 24 h; share of cells brighter than vehicle mean+2SD; actives 0.83% (n = 200,000); AID 2205; % tubulin-high responders, % at 10 µM;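 active means plate Z-score above 3 for both tubulin-high and condensed-nucleus cell shares, with cell loss under 80%, at 10 µM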;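 further: anti alpha tubulin signal scored within the nucleus-defined area of each cell; some results filed as inactive read as strong as hits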
# Autophagy HCS: alters autophagy in cells; calls only at 10 µM (by protocol); MEF GFP-LC3 puncta imaging; test concentration mostly 10 µM; actives 0.98% (n = 190,000);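 active means percentage of spot-positive cells more than 3 SD above its plate mean, without a fluorescence outlier flag or 80% toxicity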;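 further: spot-positive cell cutoff set from DMSO-treated cells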
# NOD2 inhibition: inhibition of NOD2-driven NF-kB reporter – cell-based, luminescence, uHTS, HEK293 (AID 1566) | HEK293 NOD2/NF-kB luciferase reporter, luminescence; higher % means a stronger effect | one-dose inhibition, % at 4 µM; EC50 in µM for titrated hits | actives 0.63% (n = 290,000); in the data active means inhibition above about 50%; further: many of its hits are not listed in these tables
# NOD1 NF-kB reporter: NOD1 signaling inhibitors, primary screen, cell-based, luminescence, uHTS (AID 1578) | NOD1-driven NF-kB luciferase reporter cells, luminescence; higher % means a stronger effect | actives 1% (n = 290,000) | inhibition, % at 4 µM, or EC50 in µM where a hit was titrated; in the data active means inhibition mostly above about 36%, no sharp cut-off; inactive means mostly below about 34%;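 further: HEK-293T reporter cells stimulated with the NOD1 agonist gamma-tri-DAP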
# Yfh1-depleted yeast: enhancers of respiration in Yfh1-depleted yeast, dose response, Friedreich's ataxia, plus single-dose screen (AID 1465) | S. cerevisiae Yfh1-off respiration, WST-1 reduction, 72 h; higher fold induction means a stronger effect | fold induction at 50 µM, or EC50 in µM where a hit was titrated | actives 0.074% (n = 220,000);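 active means fold induction of absorbance versus untreated yeast above a set limit, then at least 30% activation at any dose in follow-up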;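 further: activators that raise dye reduction in frataxin-depleted yeast; strong numbers were not always called active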
# Dynein transport cytoplasmic EGFP: second read-out of Dynein transport, no call of its own (marks repeat the call); z-score; measured here: cytoplasmic GR-EGFP intensity; active compounds read high
# Dynein transport nuclear GR-EGFP: recorded beside Dynein transport, whose call it bears; z-score; measured here: nuclear GR-EGFP intensity;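 lower value marks the stronger effect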
# Dynein transport cell count: second read-out of Dynein transport, no call of its own (marks repeat the call); z-score; measured here: cell count per field
# Insulin prom up cell count: recorded beside Insulin prom up, whose call it bears; cell count; measured here: cytotoxicity, nuclei count;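 total cells summed across four imaged fields per well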
# bCat nuc transl cell count 5 µM: further read-out of bCat nuc transl, marked with its call; cell count; measured here: cell count, cytotoxicity flag
# MT stabilize HCS Hoechst-high %: second read-out of MT stabilize HCS, no call of its own (marks repeat the call); % Hoechst-high responders; measured here: nuclear condensation Hoechst responders;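 share of cells brighter than vehicle mean plus two SD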
# MT stabilize HCS cytotoxicity %: second read-out of MT stabilize HCS, no call of its own (marks repeat the call); toxicity, %; measured here: cytotoxicity by cell density;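 0% = mean cell density of plate MIN control wells and 100% = no cells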
# Autophagy HCS cell loss 18 h: further read-out of Autophagy HCS, marked with its call; toxicity, %; measured here: cell loss, nuclei count;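 cell loss after 18 h compound exposure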
# Numbers without * were called inactive; i = inactive; · = not tested or not shown. A portion of the library; the hit share may differ from the screen's.
SMILES,P. falciparum M17LAP,bCat nuc transl,bCat nuc transl cell count 5 µM,Insulin prom up,Insulin prom up cell count,Dynein transport,Dynein transport cytoplasmic EGFP,Dynein transport nuclear GR-EGFP,Dynein transport cell count,MT stabilize HCS,MT stabilize HCS Hoechst-high %,MT stabilize HCS cytotoxicity %,Autophagy HCS,Autophagy HCS cell loss 18 h,NOD2 inhibition,NOD1 NF-kB reporter,Yfh1-depleted yeast
COC(=O)CN(C(=S)Nc1ccc(F)cc1)C1CC(=O)N(c2ccc(OC)cc2)C1=O (stereo not given),5.1%,-1.7,1051,-0.19,1905,-0.843,-0.19,-0.511,-0.974,3.5,2.2,7.7,i,11.1,0.4%,-12.9%,i
Cc1ccc(S(=O)(=O)Oc2ccc(/C=C3\N=C(c4cccc(C)c4)OC3=O)cc2)cc1,-7.5%,-1.9,844,-0.51,1233,-2.59,0.809,-0.922,0.748,3.2,1.3,4.4,i,25.3,23.3%,18.4%,·
CCN(CC)C(=O)C1CC(=O)N(c2ccc(F)c(Cl)c2)C1 (stereo not given),-4.9%,-2.0,1344,0.23,1539,-0.0142,-0.183,-0.187,0.396,0.9,1.3,5.3,i,-6.7,21.7%,-7.1%,i
Cc1ccc(C(=O)N2CCN(Cc3ccc4c(c3)OCO4)CC2)o1,5.8%,0.2,1346,1.8,1523,-0.99,-0.168,-1.19,-0.734,3.7,0.8,0.1,i,-3.9,9.5%,8.9%,i
Cc1cc(C)n(C(=O)c2ccc(C)c(S(=O)(=O)N3CCCCC3)c2)n1,2.4%,·,·,-0.06,788,-1.61,0.612,-0.676,0.0173,0.7,1.5,14.0,i,1.5,15.0%,18.1%,i
CC(C)(C)NC(=O)C(c1ccc(F)cc1)N(Cc1ccco1)C(=O)Cn1nnc(-c2cccs2)n1 (stereo not given),15.1%,-0.5,479,·,·,-0.978,0.0449,-0.561,1.21,2.6,2.2,4.6,i,5.2,10.1%,0.9%,i
COc1ccc(C)cc1S(=O)(=O)N(CC(=O)Nc1cccc([N+](=O)[O-])c1)c1cc(C)cc(C)c1,-3.7%,2.1,953,-0.44,1831,0.236,-0.131,-0.00929,-0.761,2.7,1.7,3.1,i,-32.3,-52.0%,-14.5%,i
CCOC(=O)CSCC(=O)Nc1nnc(-c2cccc([N+](=O)[O-])c2)s1,3.2%,3.1,567,0.16,1254,-0.705,-0.272,0.355,0.671,4.4,3.3,8.3,i,12.8,8.0%,-20.3%,i
CCOc1cccc(OCCNC2CCCC2)c1,3.6%,-2.0,984,-0.06,1725,0.734,-0.266,1.05,-0.583,5.9,2.5,8.9,i,9.1,3.9%,-15.5%,i
C/C(=N\OCc1ccc(C#N)cc1)c1cc2ccccc2o1,-2.0%,-0.9,1320,-0.02,1042,-0.111,-0.811,-0.383,0.0173,·,·,·,·,·,-2.6%,4.5%,i
Cc1cccc2cn[nH]c12,-0.2%,-0.9,1054,·,·,-0.44,-0.24,-0.124,0.055,1.8,1.8,0.3,i,-23.7,2.3%,-30.3%,i
CC1CCCN(CCSc2ccc(Cl)cc2)C1 (stereo not given),2.0%,-2.8,554,-0.27,1214,-0.855,-0.21,-0.588,1.24,1.7,3.0,12.0,i,-10.3,19.5%,-7.3%,i
COCCCNC(=S)NNC(=O)c1ccc2c(c1)OCO2,17.4%,·,·,·,·,-0.00404,-0.171,-0.28,-0.436,1.5,2.3,8.1,i,-4.7,1.4%,-6.7%,i
CCC(=O)Nc1nc(-c2ccccc2)nc(SC)c1C(C)=O,3.1%,-0.3,1181,-0.42,1230,1.34,-0.116,0.786,-0.502,3.2,2.4,0.2,i,10.3,8.8%,-35.4%,i
Fc1ccc(NC(=S)NCc2ccc3c(c2)OCO3)cc1,-3.1%,-5.1,1086,0.44,1555,0.961,-0.293,0.739,-0.277,1.8,2.6,9.0,i,-1.9,-6.6%,-43.9%,i
COc1ccc([C@H]2[C@H]3C=CC[C@@H](C)[C@@H]3C(=O)N2Cc2ccccc2)cc1Cl,4.4%,-1.2,1129,·,·,-0.963,-0.698,-0.221,-0.332,·,·,·,·,·,-13.1%,-1.9%,i
COC(=O)c1ccc(CN(c2ccccc2OC)S(=O)(=O)c2cccs2)o1,-0.1%,·,·,·,·,1.61,-0.263,1.19,0.849,3.8,2.6,17.9,i,2.7,18.0%,·,i
CC1(C)CC(=O)C2=C(C1)Nc1ncnn1C2c1cccs1 (stereo not given),-10.0%,-2.0,1068,0.51,1289,2.06,0.372,1.18,-1.48,2.0,1.1,6.7,i,-3.0,15.8%,-35.7%,i
CN(C)/C=N/c1c(C#N)cnn1-c1nc2ccccc2s1,-1.7%,-6.0,843,-0.16,1315,-0.77,-0.193,-0.0398,0.488,4.0,2.0,6.5,i,-1.4,2.4%,-13.7%,i
O=C(Nc1cccc(F)c1)N1CCCC(CNS(=O)(=O)Cc2ccccc2)C1 (stereo not given),-3.3%,-1.1,1084,-0.38,1465,-0.707,-0.358,-0.284,1.08,1.2,1.7,6.9,i,-11.3,14.9%,8.0%,i
O=C(c1ccc(Cn2c(=S)[nH]c3ccc(N4CCOCC4)cc3c2=O)cc1)N1CCN(c2ccc(F)cc2)CC1,-1.9%,-1.6,1063,·,·,-0.203,-0.235,0.000834,0.0475,3.1,3.1,12.2,i,-30.0,-8.7%,-7.8%,i
C#CCOCCOCCOCCNc1nc(N2CCN(C(=O)C(Cc3ccc(O)cc3)n3cc(C(N)C(C)CC)nn3)CC2)nc(N2CCN(C(=O)C(Cc3ccc(O)cc3)n3cc(C(N)C(C)CC)nn3)CC2)n1 (stereo not given),0.9%,-1.9,1147,1.06,1505,-0.738,-0.292,-0.114,-0.432,2.2,1.6,7.4,i,2.6,5.7%,-34.3%,i
O=C(Cn1nc(-c2ccccc2)c2ccccc2c1=O)Nc1ccc(O)cc1,-4.5%,1.1,1298,0.29,1101,-1.27,4.48,0.722,0.129,·,·,·,·,·,5.0%,-8.6%,i
CCN(CC)c1ccc(/C=N/NC(=S)NCc2ccccc2)c(O)c1,21.5%,-1.7,1087,-0.42,968,-0.00299,-0.254,0.129,0.98,13.9,4.6,5.5,i,0.6,-6.9%,57.7%,i
O=C(Nc1ccccc1)N(Cc1ccccc1)C1=NCCS1,12.1%,-2.2,1033,0.4,1181,-1.13,-0.201,-0.759,0.324,2.3,1.0,6.8,i,6.3,9.9%,-13.6%,i

# The listing continues:
SMILES,P. falciparum M17LAP,bCat nuc transl,bCat nuc transl cell count 5 µM,Insulin prom up,Insulin prom up cell count,Dynein transport,Dynein transport cytoplasmic EGFP,Dynein transport nuclear GR-EGFP,Dynein transport cell count,MT stabilize HCS,MT stabilize HCS Hoechst-high %,MT stabilize HCS cytotoxicity %,Autophagy HCS,Autophagy HCS cell loss 18 h,NOD2 inhibition,NOD1 NF-kB reporter,Yfh1-depleted yeast
CC1CCN(C(=O)c2cc3ccccc3c(=O)o2)CC1,16.4%,7.1,524,0.2,1222,-0.643,-0.286,-0.428,0.798,2.8,3.5,6.3,i,-0.8,3.5%,-21.4%,i
CCCN1C(=O)/C(=C/c2ccc3c(c2)OCO3)NC1=S,1.6%,-0.8,571,·,·,-0.678,-0.31,0.353,0.644,1.4,1.7,7.6,i,18.3,-2.3%,-29.7%,i
Cc1cc(OCC[N+]2(C)CCCCC2)nc2ccccc12,0.9%,-2.8,899,·,·,-0.595,0.0245,-0.396,-1.07,1.1,1.3,8.1,i,1.1,-11.4%,28.5%,i
C=CCSc1nnc(NC(=O)COc2ccccc2)s1,-1.6%,1.5,1046,0.07,1223,-0.637,-0.247,-0.0262,0.654,6.1,1.7,4.1,i,18.9,-10.1%,-42.4%,i
CC1CCc2nc3ccc(S(=O)(=O)N4CCC(C(=O)N5CCCCC5)CC4)cc3c(C(=O)O)c2C1 (stereo not given),39.8%,·,·,-0.09,1003,-1.06,-0.225,-0.589,0.202,9.3,2.5,4.1,i,-3.7,4.4%,7.2%,i
COc1ccc(/C=C2\CCCC3C2=NN(C(=O)CSc2ncn[nH]2)C3c2ccc(OC)cc2)cc1 (stereo not given),10.0%,·,·,-1.44,1226,-0.232,-0.324,-0.576,0.453,1.8,2.7,7.5,i,-3.8,-28.0%,32.7%,i
C#CCSc1cc(C(F)(F)F)nc(-c2ccccn2)n1,1.5%,-2.4,1131,-0.15,1195,-0.548,-0.355,0.0344,0.614,0.2,3.8,5.9,i,-5.5,-8.3%,-13.8%,i
Cc1nn(C(=O)c2ccco2)c(C)c1CN1C(=O)c2ccccc2C1=O,-11.8%,·,·,0.3,1310,0.582,-0.234,0.597,0.617,1.9,2.3,9.9,i,0.2,-0.5%,-23.8%,i
Cc1ccc(-c2nsc(SCC(=O)Nc3ccc4c(c3)OCO4)n2)cc1,-2.1%,-0.5,1063,0.95,1507,0.539,0.0515,0.349,-1.09,3.4,2.3,5.7,i,12.3,-50.5%,-39.0%,i
CCOC(=O)c1c(NC(=O)OC)sc2c1CCC2,6.5%,·,·,-0.53,1202,-0.496,-0.258,-0.628,-0.156,3.2,1.9,4.5,i,3.9,14.3%,-13.3%,i
Cc1cccc(OC2(c3ccccc3)OC(=O)c3ccccc32)c1C (stereo not given),-6.4%,1.1,1418,-0.34,1526,0.8,-0.199,0.767,-0.0235,2.6,1.8,6.2,i,-19.2,18.6%,18.3%,i
O=C(NCCN1CCCC1)c1cc(-c2ccncc2)nc2ccc(S(=O)(=O)N3CCOCC3)cc12,8.2%,0.5,875,-0.02,1197,1.24,-0.25,0.636,0.721,5.8,1.5,10.4,i,14.4,18.9%,-1.2%,i
O=C(/C=C/C=C/c1ccccc1)CC1(O)C(=O)N(CCc2ccccc2)c2ccccc21 (stereo not given),0.2%,-0.1,1489,-0.66,1223,-1.33,-0.0768,0.00123,-0.449,3.6,1.8,4.1,i,-8.8,-6.1%,55.5%,·

# High-throughput results from PubChem BioAssay.
